# S3 lipid droplet: qHTS Assay for Lipid Storage Modulators in Drosophila S3 Cells | Drosophila S3 cells, BODIPY lipid droplet fluorescence, 18-24 h; cells fed with added oleic acid | lipid storage change, negative = inhibition, % at the top dose, mostly 46.1 µM; hits show Potency in µM | hit rate 0.64% among 320,000 | AID 2685, 2010; active means well fitted inhibition curve with a large enough effect in the signal ratio, with a control signal flat, not every such curve was filed as active; inconclusive means small, poorly fitted or top-dose-only effect, or effect the other way, or a change in a side signal; the % refers to the signal ratio
#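 Drosophila S3 cells got compounds at several concentrations plus oleic acid (400 uM solution). Laser-scanning cytometry with 488 nm excitation read lipid droplets at 500-530 nm and cells at 575-640 nm. Percent activity was relative to 20 uM Triacsin C.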
# S3 lipid droplet cell count max: recorded beside S3 lipid droplet, whose call it bears; cell number change, %; measured here: cell count max response;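 cells counted by Cell Tracker Red CMTPX staining in the red channel; peak over a dose series mostly up to 46.1 µM; percent activity relative to internal control wells on each plate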
# Starred values were filed as active, the others as inactive; i = inactive; ? = inconclusive; · = not tested or not shown; [ ] = another dose, or the depositor's remark. On the % scale 0 is the no-effect control and ±100 the full control effect; potency means the concentration at half of the fitted maximal effect. A portion of the library; the hit share may differ from the screen's.
# Fields – S3 lipid droplet	S3 lipid droplet cell count max
> C=CCNC(=O)COC(=O)c1ccc(Cl)c(S(N)(=O)=O)c1
→ ?	·
> CCCCn1c(N)c(N(CC(C)C)C(=O)CCNC(=O)c2ccc(Cl)cc2)c(=O)[nH]c1=O
→ ?	·
> O=C(c1cccc(S(=O)(=O)N2CCN(c3ccc(F)cc3)CC2)c1)N1CCCC(C(F)(F)F)C1 (stereo not given)
→ ?	·
> O=C(COc1ccc([N+](=O)[O-])cc1)Nc1ccc(CN2CCOCC2)cc1
→ -9.5%[9.22 µM]	-13.3
> CC(C(=O)OCC(=O)Nc1ccc(S(=O)(=O)N2CCCCC2)cc1)N1C(=O)c2ccccc2C1=O (stereo not given)
→ ?	·
> Cc1ccc2cc3c(NS(=O)(=O)c4cccc5nonc45)nn(CC(C)C)c3nc2c1
→ i	-3.5
> CCCC12CN(C(=O)c3ccc(OC)cc3)CC(C)(CN(C(=O)c3ccc(OC)cc3)C1)C2=O
→ 23.6%	6.4
> Cc1ccc(/C=N/Nc2ccc(C(=O)O)cc2)o1
→ -8.1%	-11.4
> COc1ccc(Nc2ncc3c(n2)CC(c2ccc(C)cc2)CC3=O)cc1 (stereo not given)
→ 3.2%	-4.4
> CC1(C)Cc2ccccc2-c2[nH]c(=S)[nH]c(=O)c21
→ 4.9%	15.0
> C=CCOc1nc2c(c(=O)n(C)c(=O)n2C)n1Cc1ccc(Cl)cc1Cl
→ ?	·
> COc1ccc2c(c1OC)C(=O)N1N=C(c3ccc(Br)cc3)CC21 (stereo not given)
→ -23.3%	-17.6
> CCN1C(=O)/C(=C\c2ccncc2)SC1=Nc1ccc(C)c(C)c1
→ ?	·
> C=CCNC(=O)COc1ccc(S(=O)(=O)Nc2ccc(OCC)cc2)cc1
→ 4.1%	5.6
> Cc1ccc2c(c1)N(CCCC(=O)NCCCN1CCCCC1)C(=O)CO2
→ i	12.1
> O=C(C1=C[C@H](c2ccccc2)C[C@H](OCc2ccc(CO)cc2)O1)N1CCN(Cc2ccc3c(c2)OCO3)CC1
→ 5.1%	-1.2
> Cc1ccc(CN2CCN(/N=C/c3ccc(O)c(O)c3)CC2)cc1
→ ?	·
> COc1cc2c(cc1OC)CN(C(=O)c1cc(S(=O)(=O)N3CCOCC3)c(Cl)cc1Cl)CC2
→ ?	·
> Cc1ccc(S(=O)(=O)NCCN2CCOCC2)s1
→ ?	·
> CCn1ccc(C(=O)NCc2ccc3c(c2)OCO3)n1
→ -17.9%	·
> CCc1ccc(NC(=O)CSc2nc(CSc3ccc(C)cc3)cc(=O)[nH]2)cc1
→ 5.2%	-1.3
> O=C(COC(=O)Cc1ccc(S(=O)(=O)N2CCOCC2)s1)Nc1ccc2c(c1)OCO2
→ 3.7%	-4.9
> Cc1cccc(NC(=O)C2CCN(C(=O)c3ccc(F)cc3)CC2)n1
→ ?	·
> Cc1cccc(C)c1N1CCN(C(=O)N2CCCCC2)CC1
→ ?	·
> CCCc1cc(=O)oc2c(C)c(OCC(=O)c3ccc(N4CCCC4)cc3)ccc12
→ 20.9%	24.4
> COc1ccc(Cc2nn3c(-c4ccccc4OC)nnc3s2)cc1
→ ?	·
> C#CCNC(=O)C1=C[C@H](c2coc3ccccc3c2=O)[C@@H](CCCO)[C@H](OCC)O1
→ -7.7%	11.0
> COC(=O)c1cccc(-n2c(CCC(=O)O)ccc2-c2cccs2)c1
→ 7.7%	18.0
> c1ccc(-c2nc(NCCCn3ccnc3)c3ccccc3n2)cc1
→ ?	·
> COc1ccc(C(=O)/C=C/c2ccc(OC)c(COc3ccccc3F)c2)cc1
→ ?	·

# By substructure: the compounds so far with an NH in an aromatic ring
# Fields – S3 lipid droplet	S3 lipid droplet cell count max
> CCCCn1c(N)c(N(CC(C)C)C(=O)CCNC(=O)c2ccc(Cl)cc2)c(=O)[nH]c1=O
→ ?	·
> CC1(C)Cc2ccccc2-c2[nH]c(=S)[nH]c(=O)c21
→ 4.9%	15.0
> CCc1ccc(NC(=O)CSc2nc(CSc3ccc(C)cc3)cc(=O)[nH]2)cc1
→ 5.2%	-1.3

# (cont.)
# Fields – S3 lipid droplet	S3 lipid droplet cell count max
> COCCNC(=S)N/N=C(\C)c1ccc(-n2ccnc2)cc1
→ ?	·
> COc1ccc([N+](=O)[O-])cc1NC(=O)COC(C)=O
→ ?	·
> O=C(c1ccc(Br)o1)N1CCN(c2ccc3nnc(-c4ccccc4)n3n2)CC1
→ ?	·
> O=[N+]([O-])c1ccccc1/C=C/CN1CCN(Cc2ccc3c(c2)OCO3)CC1
→ ?	·
> CN(C)C(CNS(=O)(=O)c1ccc(Cl)cc1)c1cccnc1 (stereo not given)
→ ?	·
> Cc1ccsc1C(=O)NNC(=O)C1CCCCC1C(=O)O (stereo not given)
→ 0.8%	1.5
> Cc1nnc(NC(=O)CCCCCN2C(=O)C3C4C=CC(C4)C3C2=O)s1 (stereo not given)
→ 4.4%	·
> CCC1CN(C(=O)N2CCC(C(=O)NCc3cccc(F)c3)CC2)c2ccccc2O1 (stereo not given)
→ ?	·
> COc1ccc(NC(=O)c2ccccc2NS(=O)(=O)c2ccc(C)cc2)c([N+](=O)[O-])c1
→ ?	·
> CCOc1ccc(C(=O)NC(C(=O)NCC2CCCO2)C(C)C)cc1 (stereo not given)
→ 6.1%	18.1
> CC(=O)Nc1ccc(NC(=O)c2c(-c3ccccc3Cl)noc2C)c(C)c1
→ 22.5%	11.3
> COc1ccccc1C(=O)Nc1cccnc1
→ ?	·
> O=C(Nc1ccc(F)cc1)NC1CCCCC1
→ ?	·
> Cc1ccc(S(=O)(=O)N2CCCCC2CCNC(=O)C(=O)NC2CCCC2)cc1 (stereo not given)
→ 0.184µM*	-16.3*
> COc1ccc(C(=S)Nc2ccc(C)cc2)cc1
→ 8.2%	-2.8
> CC(C)CNC(=O)c1coc(=O)c(Br)c1
→ ?	·
> COC(=O)c1noc(C)c1-c1ccnn1C(=O)c1ccc(Cl)cc1
→ -6.6%	9.7
> COc1ccc(-c2nc(CS(=O)(=O)CC(=O)NC3CCCCCC3)c(C)o2)cc1
→ 13.7%	-7.6
> COc1ccc(NC(=O)CN2C(=O)COc3ccc(C)cc32)c(OC)c1
→ ?	·
> COc1ccc(C(=O)C(CCCCC(CN(C)C)C(=O)c2ccc(OC)cc2)CN(C)C)cc1 (stereo not given)
→ -7.9%	-17.2
> Clc1ccccc1-c1nnc(-c2cccs2)o1
→ ?	·
> Cc1ccc2c(c1)N(CCC(=O)NCCCN1CCCC1)C(=O)CO2
→ i	-15.9
> CCOc1cc(C)c(S(=O)(=O)NC2CC(C)(C)NC(C)(C)C2)cc1C
→ 0.0%	11.2
> Cc1ccc(CNC(=O)C2CCCN2C(=O)NCc2ccccc2)cc1 (stereo not given)
→ ?	·
> COc1ccc(CCN(C)C(=O)C2CC(=O)N(Cc3ccc(C)cc3)C2)cc1OC (stereo not given)
→ -0.1%	-1.1
> COCCN(C(=O)c1ccco1)c1nnc(-c2ccc(F)cc2)s1
→ -8.2%	4.0
> CCOCc1c(C(=O)N2CCN(CCOc3ccc(Cl)cc3)CC2)oc2ccccc12
→ ?	·
> O=C(CN1C(=O)NC2(CCCC2)C1=O)N1CCN(C(=O)c2ccco2)CC1
→ ?	·
> O=C(c1ccc(CN2CCc3ccccc3C2)cc1)N1CCc2ccccc2C1
→ ?	·
> COc1cccc(NC(=O)CCNS(=O)(=O)c2ccc(Br)s2)c1
→ ?	·

# Profiles from above. Values in the order: S3 lipid droplet | S3 lipid droplet cell count max
# Cc1nnc(NC(=O)CCCCCN2C(=O)C3C4C=CC(C4)C3C2=O)s1 (stereo not given) in the list: 4.4% | ·
# COc1ccc(-c2nc(CS(=O)(=O)CC(=O)NC3CCCCCC3)c(C)o2)cc1 in the list: 13.7% | -7.6

# The list continues:
# Fields – S3 lipid droplet	S3 lipid droplet cell count max
> CNCC(=O)Nc1ccc(Cl)c(C(F)(F)F)c1
→ ?	·
> Cc1cc(C(=O)N2CCCC(CCC(=O)N3CCN(c4ccccn4)CC3)C2)c(C)o1 (stereo not given)
→ ?	·
> CCN(CC)CCCNC(CC(=O)Nc1cccc([N+](=O)[O-])c1)C(=O)O (stereo not given)
→ -0.1%	3.0
> Cc1sc2nc(SCC(=O)N(C)c3ccccc3)n(C)c(=O)c2c1C
→ ?	·
> Cc1ccc(NC(=O)c2ccc(OCc3c(C)noc3C)cc2)c(C)c1
→ ?	·
> CCOc1ccc(NC(=O)Cn2nnc(-c3ccccc3NC(=O)CC)n2)cc1
→ ?	·
> Cc1cc(C)nc(NC(N)=NC(C)c2ccccc2)n1 (stereo not given)
→ -2.6%	-13.7
> Cc1nn(-c2ccccc2)c(Cl)c1CN(C(=O)CCl)c1cccc2ccccc12
→ ?	·
> COc1ccc(Cl)cc1-c1n[nH]c(=S)o1
→ -23.7%	6.1
> COc1ccc(CC(=O)OCC(=O)NC2CC2)cc1
→ i	-12.1
> CC1(C)Oc2ccc3ccc(=O)oc3c2/C(=C/Nc2cccc(O)c2)C1=O
→ ?	·
> Cc1ccc(S(=O)(=O)N(CC(=O)Nc2ccc(Cl)cc2)C(=O)N2CCN(C)CC2)cc1
→ ?	·
> COc1ccc(S(=O)(=O)N2CCN(C)CC2)cc1NC(=O)c1ccccc1C
→ ?	·
> CCC(=O)Nc1ccc2c(c1)nc(CCN1CCN(C)CC1)n2C
→ ?	·
> O=S(=O)(c1cc(Cl)c(Cl)cc1Cl)N1CCN2CCCC2C1 (stereo not given)
→ ?	·
> Cc1ccc(NC(=O)CCCCCN2C(=O)[C@@H]3Cc4ccccc4CN3C2=O)c(C)c1
→ ?	·
> Cc1ccc(S(=O)(=O)Nc2nc3ccccc3nc2NCC2CCCO2)cc1C (stereo not given)
→ ?	·
> O=C(COC(=O)c1cccc(NS(=O)(=O)c2ccc(F)c(F)c2)c1)NC(=O)NC1CCCCC1
→ ?	·
> CCn1c(=O)n(CC(=O)NC2CCCC(C)C2C)c(=O)c2ccccc21 (stereo not given)
→ i	-2.4
> N#Cc1ccccc1OCc1nnc(-c2ccccc2Br)o1
→ ?	·
> COc1ccccc1CN1CC(C(=O)NCc2ccc(SC)cc2)CCC1=O (stereo not given)
→ -8.2%	-8.8
> Cc1nc2ccccc2c2oc(C(=O)NCC3CCCO3)cc12 (stereo not given)
→ i	-1.0
> CCNS(=O)(=O)c1ccc(NC(=O)CC(C)c2ccccc2)cc1 (stereo not given)
→ ?	·
> CC(=O)Nc1ccc(Sc2ccccc2C(=O)Nc2ccc(F)cc2)cn1
→ -16.2%	12.6
> Cc1ccccc1NS(=O)(=O)c1cc(S(C)(=O)=O)ccc1C
→ ?	·
> O=C(CSc1nc(-c2ccccc2)cs1)N1CCN(C(=O)c2ccco2)CC1
→ ?	·
> CCCCN=C1NN=C(c2ccc(C)c(C)c2)CS1
→ 10.3%	28.8
> CCc1ccc(N2C(=O)CC(N3CCN(Cc4ccc5c(c4)OCO5)CC3)C2=O)cc1 (stereo not given)
→ -0.6%	0.8
> Cn1nc(CC(=O)NC2CCCCCCCCCCC2)c2ccccc2c1=O
→ 10.4%	·
> CCOc1ccc(C2c3c(oc4cc(C)c(C)cc4c3=O)C(=O)N2CCCN2CCOCC2)cc1 (stereo not given)
→ ?	·

# Seven compounds out of the list above, arranged by their value in S3 lipid droplet cell count max, lowest first:
Compound	S3 lipid droplet cell count max
Cc1ccc2c(c1)N(CCC(=O)NCCCN1CCCC1)C(=O)CO2	-15.9
CCn1c(=O)n(CC(=O)NC2CCCC(C)C2C)c(=O)c2ccccc21 (stereo not given)	-2.4
CCc1ccc(N2C(=O)CC(N3CCN(Cc4ccc5c(c4)OCO5)CC3)C2=O)cc1 (stereo not given)	0.8
COCCN(C(=O)c1ccco1)c1nnc(-c2ccc(F)cc2)s1	4.0
CCOc1cc(C)c(S(=O)(=O)NC2CC(C)(C)NC(C)(C)C2)cc1C	11.2
CC1(C)Cc2ccccc2-c2[nH]c(=S)[nH]c(=O)c21	15.0
CCCc1cc(=O)oc2c(C)c(OCC(=O)c3ccc(N4CCCC4)cc3)ccc12	24.4

# Other compounds follow:
# Fields – S3 lipid droplet	S3 lipid droplet cell count max
> Nc1cc(Cl)ccc1Oc1ccc2ccccc2c1
→ ?	·
> CC(C)(C)n1nnnc1SCC(=O)Nc1nn(-c2ccccc2)nc1C(N)=O
→ -10.4%	-4.6
> O=C(NC(CO)C(O)c1ccc([N+](=O)[O-])cc1)C(Cl)Cl (stereo not given)
→ ?	·
> CCCCOC(=O)C1CCCC(C(=O)OCCCC)N1 (stereo not given)
→ -3.8%	-10.8
> S=C(Cc1ccc(Cl)cc1)N1CCOCC1
→ ?	·
> CCOc1ccc(/C=C2\SC(=S)NC2=O)cc1OC
→ -9.1%	-5.4
> O=C(O)c1ccccc1C(=O)NC1Cc2ccccc2C1
→ -3.9%	7.1
> N#CCCN(C(=O)COC(=O)CCc1ccccc1)c1ccccc1
→ -6.4%	20.9
> COc1ccc(C(=O)Nc2ccc(CN3CCCCC3)cc2)cc1
→ 2.9%	0.7
> O=C(O)c1ccc(COc2c(F)c(F)cc(F)c2F)o1
→ ?	·
> Cc1ccc(CO/N=C/c2c(O)cc(C)oc2=O)cc1
→ ?	·

# Assay outcomes from PubChem BioAssay.
